# TrxR1 inh – qHTS Assay for Inhibitors of Mammalian Selenoprotein Thioredoxin Reductase 1 (TrxR1): qHTS. recombinant rTrxR1, NADPH fluorescence consumption, selenite substrate. Potency, µM (doses to about 114 µM), for the others: at the highest dose activity change, negative = inhibition, most hits filed as inhibitors. 1% of 390,000 active; also: potency is read from the fitted curve at half-maximal effect; % is scaled to controls: 0 for no effect and ±100 for the full control effect; nearly all actives have a fitted effect of over 65% in size
# Target sequence (O89049 whole entry, looked up): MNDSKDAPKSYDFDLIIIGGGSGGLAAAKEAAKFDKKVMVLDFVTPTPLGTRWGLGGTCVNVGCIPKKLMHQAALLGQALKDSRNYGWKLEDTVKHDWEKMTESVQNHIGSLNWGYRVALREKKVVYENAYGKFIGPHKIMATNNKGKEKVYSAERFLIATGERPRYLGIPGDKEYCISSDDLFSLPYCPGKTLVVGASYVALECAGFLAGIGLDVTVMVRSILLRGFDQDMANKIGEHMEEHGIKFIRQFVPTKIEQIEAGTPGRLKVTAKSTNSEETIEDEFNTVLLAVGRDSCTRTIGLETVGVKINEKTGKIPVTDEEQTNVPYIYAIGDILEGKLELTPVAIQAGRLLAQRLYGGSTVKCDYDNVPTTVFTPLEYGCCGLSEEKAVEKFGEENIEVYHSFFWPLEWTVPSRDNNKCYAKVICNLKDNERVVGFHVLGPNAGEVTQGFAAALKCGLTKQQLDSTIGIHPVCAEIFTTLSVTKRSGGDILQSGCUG
#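 Rat TrxR1 (90 nM in the dispensed reagent) was pre-reduced with 400 uM NADPH for 5 min at room temperature, then incubated with compound for 15 min. After 400 uM selenite was added, NADPH fluorescence (Ex 340/Em 450 nm) was followed for 8 min.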
# D2 agonist – HTS Assay for Allosteric Agonists of the Human D2 Dopamine Receptor: Primary Screen for Agonists. HEK293 T-REx D2 cells, calcium flux agonist mode. 0.53% of 340,000 active. activation, % at 2 µM. D(2) dopamine receptor (Homo sapiens), P14416. AID 485358, 2010;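 active = activation over 3 SD above normal in the single-dose calcium agonist read, cut at about 30% in these data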; also: 0% is about no effect
#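 Tetracycline-induced HEK293 Trex cells with D2 receptor force-coupled to calcium signaling, plated overnight at 30 C and loaded with no-wash calcium dye. Calcium flux read kinetically for 180 s after compound addition; responses flag agonists.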
# USP1 inh – Inhibitors of USP1/UAF1: Primary Screen; AID 743255, 2014; recombinant USP1/UAF1, Ub-Rhodamine cleavage fluorescence; 0.23% of 390,000 active; Potency, µM (titrated, usually from 57.1 µM), inactives show at the top dose activity change, negative = inhibition, most hits filed as inhibitors; also: potency is read from the fitted curve at half-maximal effect; % is scaled to controls: 0 for no effect and ±100 for the full control effect; nearly all actives have a fitted effect of over 60% in size; inactives centre near -12
#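 Step one: compound is pinned into 1nM USP1/UAF1 in HEPES pH 7.8 buffer with TCEP. Step two: 15 min room-temperature incubation. Step three: Ub-Rho (150nM final) starts cleavage, tracked by fluorescence over six one-minute reads.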
# PI4K2A inh – qHTS for small molecular inhibitors of PI4K2A | Phosphatidylinositol 4-kinase type 2-alpha (Homo sapiens), Q9BTU6 | purified PI4K2A, ADP-Glo luminescence, 1 h; active compounds read low | activity change, negative = inhibition, % at 76.9 µM | 0.13% of 420,000 active | AID 1346378, 2018; in the data active = activity change below about -50%; inconclusive = mostly about -30% to -49%;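 also: -100% = wells without enzyme as full effect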
#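 ADP-Glo luminescence measured ADP generated by PI4K2A enzyme (4 ug/mL before mixing) with 1.2 mM PI substrate (pre-mix) and 300 microM ATP (pre-mix). Tris pH7.5 buffer with MgCl2, Triton X-100; 1 h reaction at ambient temperature.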
# TRHR agonist – qHTS for Small Molecule Agonists and Allosteric Enhancers of Human TRH Receptor: Primary Screen for Agonists | Thyrotropin-releasing hormone receptor (Homo sapiens), P34981 | TRHR cells, calcium flux fluo-8, FDSS agonist mode | activation, % at 2 µM | 0.18% of 360,000 active | AID 493084, 2011; in the data active = activation above about 30%; also: 0% is about no effect
# Target sequence (P34981 whole entry, looked up): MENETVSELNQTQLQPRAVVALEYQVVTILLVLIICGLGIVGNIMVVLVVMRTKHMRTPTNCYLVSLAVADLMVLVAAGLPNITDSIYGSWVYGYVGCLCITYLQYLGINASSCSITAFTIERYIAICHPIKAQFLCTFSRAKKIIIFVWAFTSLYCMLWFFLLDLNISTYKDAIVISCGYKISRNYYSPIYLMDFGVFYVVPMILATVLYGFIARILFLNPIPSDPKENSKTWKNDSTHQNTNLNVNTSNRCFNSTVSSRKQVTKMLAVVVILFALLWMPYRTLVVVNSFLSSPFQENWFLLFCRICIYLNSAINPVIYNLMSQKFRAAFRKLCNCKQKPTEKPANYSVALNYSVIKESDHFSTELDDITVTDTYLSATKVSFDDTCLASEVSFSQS
#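 TRHR-expressing cells loaded with fluo-8 calcium dye; 23 nL library compound pin-transferred, kinetic FDSS fluorescence (Ex 480/Em 530) recorded about 180 s for agonist-induced calcium release, before a 10 nM TRH EC20 addition for potentiator mode.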
# mIDH1 inhibitor – qHTS for Inhibitors of mutant isocitrate dehydrogenase 1 (IDH1): qHTS. Isocitrate dehydrogenase [NADP] cytoplasmic (Homo sapiens), O75874. IDH1-R132H enzyme, NADPH consumption, diaphorase/resazurin fluorescence. Potency, µM (titrated, usually from 76.6 µM), without a hit: at the highest dose activity change, negative = inhibition, hits mostly inhibitors. 0.093% of 390,000 active; also: potency is read from the fitted curve at half-maximal effect; % is scaled to controls: 0 for no effect and ±100 for the full control effect; nearly all actives have a fitted effect of over 65% in size
#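 IDH1-R132H (0.5 ug/mL) preincubated 30 min with compound, then NADPH (0.016 mM) and alpha-KG (2 mM) added; 80 min at RT, pH 7.5. Remaining NADPH coupled via diaphorase/resazurin to fluorescence (540/590 nm); concentration-response curves normalized to no-enzyme control.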
# TrxR1 substrate – qHTS Assay for Substrates of Mammalian Selenoprotein Thioredoxin Reductase 1 (TrxR1): qHTS; Thioredoxin reductase 1, cytoplasmic (Rattus norvegicus), O89049; AID 588456, 2011; purified TrxR1 substrate turnover, NADPH consumption readout; Potency, µM (doses to about 114 µM), inactives show at the highest dose activity change, negative = substrate turnover; 0.01% of 390,000 active; also: potency is read from the fitted curve at half-maximal effect; % is scaled to controls: 0 for no effect and ±100 for the full control effect; nearly all actives have a fitted effect of over 50% in size
#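 Rat TrxR1, dispensed at 90 nM, was prereduced with 400 uM NADPH (final) for 5 min at ~22 deg C, then incubated with compound 15 min before 400 uM selenite. A first-read NADPH fluorescence drop versus no-compound background flagged substrates.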
# D2 antagonist – HTS Assay for Allosteric Antagonists of the Human D2 Dopamine Receptor: Primary Screen for Antagonists. HEK293 TREx D2 cells, calcium flux, dopamine EC80. D(2) dopamine receptor (Homo sapiens), P14416. 2% of 340,000 active. inhibition, % at 10 µM; in the data active = inhibition above about 30%; also: 0% is about no effect
#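 HEK293 T-REx D2 cells, tet-induced, calcium dye no-wash. Cpd pintool add, 180 s kinetic, then EC80 DA, 180 s kinetic. Ca flux read.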
# TRHR enhancer – qHTS for Small Molecule Agonists and Allosteric Enhancers of Human TRH Receptor: Primary Screen for Enhancers; TRHR cells, fluo-8 calcium fluorescence, EC20 TRH enhancement; enhancement, % at 2 µM; 0.66% of 360,000 active; AID 493056, 2011; in the data active = enhancement above about 30%; also: 0% is about no effect
#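 TRHR-expressing cells loaded with fluo-8 calcium dye were read kinetically (ex 480/em 530) during compound addition, then stimulated with an EC20 of TRH (10 nM final). Enhancement of the Gq-mediated intracellular calcium response was scored.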
# An asterisk follows results filed as active; ? = inconclusive; / = no result given; & = joins results of further samples; [ ] = dose if it differs, or a comment. Unless noted, calls follow the shape of the dose curve; as a rule, active = well fitted inhibition curve with a large enough effect; inconclusive = small, poorly fitted or top-dose-only effect; inactive = no such curve, though single readings can be large or run the other way.
SMILES,TrxR1 inh,D2 agonist,USP1 inh,PI4K2A inh,TRHR agonist,mIDH1 inhibitor,TrxR1 substrate,D2 antagonist,TRHR enhancer
CCOC(=O)N1CCN(Cc2nc3cc(NC(=O)c4ccc(F)cc4)ccc3n2C(C)C)CC1,-12%,/,4%,2,-1.3,-7%,-13%,/,-3
CCC1Oc2ccc(C)cc2N(CC(=O)NCc2ccco2)C1=O (centres undefined),8%,0.5,-13%,0,-0.9,7%,6%,1,2
C=C(C)COc1ccc(-c2[nH]ncc2Oc2ccccc2OCC)c(O)c1,-8%,0.2,-9%,1,-0.2,4%,-14%,-13,-3
COc1ccc(N(C(=O)c2snc(C(N)=O)c2N)C(C(=O)NCC2CCCO2)c2ccc(C)o2)cc1OC (centres undefined),4%[57.1 µM],1.0,-11%,3,0.7,-3%,-1%[57.1 µM],-14,5
NC(=O)COC(=O)c1ccc(S(=O)(=O)N2CCCCCC2)cc1,4%,0.0,-28%,-3,0.0,4%,2%,3,-1
CC1CCN(C(=S)c2ccccc2O)CC1,-19%,-2.0,-21%,0,0.1,3%,-3%,3,-1
CCOc1ccc(CCNC(=O)COC(=O)c2cc(OC)c(OC)cc2[N+](=O)[O-])cc1OCC,-10%,-0.5,0%,1,-0.7,0%,-14%,9,7
O=c1c(C=NCc2ccccc2)c(NCc2ccccc2)nc2ccccn12,11%,0.7,-1%,10,0.8,-9%,-11%,-1,-3
Cc1nc2nc(-c3ccc(Cl)cc3)[nH]n2c(=O)c1Cc1ccccc1,9%,0.9,-3%,-8,0.5,3%,-1%,13,16
CC(NCCN(C)C)C1CCC2C3CCc4cc(O)ccc4C3CCC12C (centres undefined),9%[11.4 µM],/,-13%,6,/,2%,11%[57.1 µM],/,/
COc1cccc(-c2nc(CS(=O)(=O)CC(=O)NCc3ccccc3OC)c(C)o2)c1,5%[57.1 µM],-0.4,-16%,-8,-0.8,-7%,9%[57.1 µM],6,-7
CC1CCCC(NC(=O)COC(=O)c2ccc3ncsc3c2)C1C (centres undefined),20%,/,-8%,-7,-0.7,0%,10%,/,-4
COc1ccc(CCNC(=O)CN2C(=O)COc3ccc(S(=O)(=O)N4CCCC4)cc32)c(OC)c1,21%&7%,-0.8&-0.8,-19%&-15%,-2&10,-0.7&-1.1,-6%&-12%,-1%&-7%,-1,4&8
COc1ccc(CCNC(=O)COC(=O)CSc2ccc([N+](=O)[O-])cc2)cc1OC,-4%,-1.2,-23%,-3,3.1,7%,-9%,13,-7
COc1ccc(Cn2nnnc2C(c2ccccc2Cl)N2CCN(C3CCCC3)CC2)cc1 (centres undefined),5%[57.1 µM],-0.2,-9%,3,1.7,-7%,5%[57.1 µM],19,-1
O=C1OCCN1C(=O)[C@H]1[C@H](c2ccccc2)C(c2ccc(F)cc2)=NN1c1ccccc1,42%[activator],/,?,-2,/,10%,18%,/,/
COc1ccc(-c2noc(N3CCC(C(=O)NC(C)c4ccccc4)CC3)n2)cc1 (centres undefined),2%[57.1 µM],/,-27%,-3,0.0,-12%,-1%[57.1 µM],/,26
Cc1ccc(-n2c(C)cc(C(=O)CN3CCOCC3)c2C)cc1C,0%,0.8,-19%,1,-0.8,4%,-2%,5,0
Cc1nn(C)c2c1c(-c1ccccc1)cc(=O)n2Cc1c(F)cccc1Cl,19%[57.1 µM],-0.1,-9%,-5,0.7,7%,10%[57.1 µM],/,1
Cc1cc(C)c2oc(-c3ccc(Cl)c(NC(=O)c4cccs4)c3)nc2c1,15%,-0.9,-13%,-1,1.1,3%,14%[11.4 µM],/,-9
O=C(NCc1ccc(F)cc1)c1cccc2c1C(=O)c1ccc(Cl)cc1S2(=O)=O,/,-0.7,/,/,-0.3,/,/,-9,3
CCC1(c2ccccc2)NC(=O)N(CC(=O)NCc2ccccc2OC)C1=O (centres undefined),-10%[57.1 µM],/,-12%,-1,-0.8,1%,-6%[57.1 µM],/,-1
CCN(CC)S(=O)(=O)c1ccc(N2CCOCC2)c(NC(=O)C2=COCCO2)c1,?,0.2,-5%,0,-0.4,2%,-19%,2,-1
COc1ccc(CCN(C)C(=O)c2cnc(C)cn2)cc1OC,13%,1.2,-15%,-1,0.9,2%,3%,-5,-4
Cc1ccc(NCc2nnc(SCC(=O)Nc3ncc(C)s3)n2CC2CCCO2)c(C)c1 (centres undefined),12%[57.1 µM],0.6,-19%,2,0.1,2%,14%[57.1 µM],-21,8
C[C@H](CO)N1C[C@H](C)[C@@H](CN(C)C(=O)Nc2ccc(C(F)(F)F)cc2)Oc2c(NC(=O)Nc3ccccc3)cccc2C1=O,9%,/,-28%,-3,/,-30%,-2%,/,/
CC(=O)c1ccc(S(=O)(=O)Nc2cccc(-c3cn4c(n3)SCC4)c2)cc1,11%[57.1 µM],-0.1,3%,-1,0.2,-6%,2%[57.1 µM],-3,-1
O=C(CNC(=O)c1nc[nH]c1C(=O)N1CCNCC1)OCc1ccccc1,-14%,-0.4,-24%,-3,0.6,13%,5%,3,6
CCN1CCN(CCCNC(=O)Cn2nc(C)n3nc(-c4ccccc4)cc3c2=O)CC1,-7%,0.4,-8%,-1,0.4,-2%,2%,21,0
CN(C)S(=O)(=O)c1cccc(NC(=O)COC(=O)c2cn(-c3ccccc3)nc2-c2ccccc2)c1,8%,0.8,-19%,5,1.0,1%,-4%,3,-8
COc1ccc(/C=N/Nc2nc(N3CCCCC3)nc(N3CCCCC3)n2)cc1[N+](=O)[O-],-8%,0.4,-25%,-1,-0.2,3%,-15%,-6,-1
COc1ccc(CCNC2=C(Cl)C(=O)N(Cc3ccccc3)C2=O)cc1OC,11%,1.3,-9%,1,0.9,0%,-10%,-6,-15
Cc1sc2nc(SCC(=O)N(CCO)CCO)n(C3CCCCC3)c(=O)c2c1C,-13%,0.3,-21%,0,0.2,9%,-12%,-15,3
COc1ccccc1C(=O)Nc1nc(-c2cccs2)c(NC(C)=O)s1,8%,0.5,-14%,2,-1.1,-3%,14%,-8,1
CCN(Cc1ccccc1)S(=O)(=O)c1cc(C(=O)NCCCN(C)C)ccc1OC,4%,1.6,-6%,-5,1.3,-3%,-1%,10,-10
COc1ccc(CCNC(=O)CSc2nc(O)c(C(C)C)c(=O)[nH]2)cc1OC,22%,-1.5,-11%,0,0.2,1%,10%,-27,-3
CCOc1ccc(NS(=O)(=O)c2cc(C(=O)N3CCCC3)ccc2Cl)cc1,-6%,-0.5,-7%,-3,0.0,9%,-7%,11,1
N#CC12CCCCC1CC1CCCCC1(C#N)N2CCO (centres undefined),23%[57.1 µM],/,-8%,3,0.0,2%,12%[57.1 µM],/,4
Cc1ccc(NC(=O)CN(C)Cc2c(O)ccc3ccccc23)cc1,14µM*,-0.2,-16%,8,-0.6,9%,9%,-9,-2
N#C/C(=C\c1ccc(Cl)cc1)c1nc2ccccc2[nH]1,10%,0.1,6%,7,0.7,0%,-2%,/,-8
O=C(O)c1cccc(Nc2nc(-c3ccc([N+](=O)[O-])cc3)nc3ccccc23)c1,4%,-3.2,?,9,-0.3,1%,1%,-24,-3
CCN(CC)CCNC(=O)C(=O)Nc1ccc(C(=O)OC)cc1,17%,0.7,-17%,1,0.3,2%,3%,-3,4
O=C(CCc1nnc2ccc(NCc3ccccc3Cl)nn12)NCC1CCN(C2CCCC2)C1 (centres undefined),4%,-0.6,-19%,1,0.2,5%,-2%,-4,-5
COc1ccccc1/C=C/C=N/n1c(COc2ccccc2)n[nH]c1=S,-25%,0.4,-4%,3,-0.7,2%,-4%,20,-1
COc1ccc(/C=N\NC(=O)c2cccc([N+](=O)[O-])c2)cc1Cn1cc([N+](=O)[O-])cn1,/,-0.4,/,/,-2.0,/,/,9,-4
CCn1c2ccccc2c2cc(NC(=O)CC(C)=O)ccc21,-6%,/,-20%,-3,0.1,3%,-3%,/,-1
C/C(=C\c1ccccc1)C(=O)Nc1nccs1,16%[57.1 µM],-0.9,8%,2,-3.2,0%,7%[57.1 µM],0,4
O=C(Nc1ccc2c(c1)OCCO2)C1CCCN1C(=O)Nc1ccc(F)cc1 (centres undefined),5%,1.1,-24%,-6,1.0,-5%,-1%,-20,6
CC1CCCN1c1ccnc2cc(Cl)ccc12 (centres undefined),5%,/,-9%,-6,/,-3%,-6%,/,/
CCCCC1CCC(C(=O)NCc2ccc3c(c2)OCO3)CC1 (centres undefined),20%,-0.2,-13%,3,0.2,3%,2%,3,4

# With a hit mark in TrxR1 inh, of those listed so far:
canonical_smiles | TrxR1 inh | USP1 inh | PI4K2A inh | TRHR agonist | TrxR1 substrate | D2 antagonist | TRHR enhancer
Cc1ccc(NC(=O)CN(C)Cc2c(O)ccc3ccccc23)cc1 | 14µM* | -16% | 8 | -0.6 | 9% | -9 | -2

# Screening data deposited in PubChem BioAssay by National Center for Advancing Translational Sciences (NCATS).
